# PPC-1+TRAIL kill: compounds killing PPC-1 cancer cells with TRAIL present, primary screen, TRAIL potentiator project, ATPLite luminescence, uHTS. PPC-1 cells + TRAIL, ATPLite viability luminescence. cell killing (% activity), % at 4 µM. 220,000 compounds, 0.41% hits;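 active = cell killing above 50% in the first pass at 4 µM, then a duplicate retest at 5 µM averaging 50% or more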;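 also: plate controls were cells with TRAIL plus DMSO for no effect and medium-only wells lacking cells for full effect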
# Tb hexokinase: Trypanosoma brucei hexokinase 1 inhibitors, primary screen, biochemical, G6PDH-coupled NADH absorbance, MLSCN library. hexokinase 1 [Trypanosoma brucei]. recombinant TbHK1, G6PDH-coupled NADH A340. inhibition, % at 10 µM. 220,000 compounds, 0.11% hits;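 active = inhibition of 50% or more in the single-dose primary screen; inactive = inhibition below 50%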
# EP2 antag: human EP2 receptor antagonists, primary screen, TR-FRET cAMP, C6 glioma cells. Prostaglandin E2 receptor EP2 subtype (Homo sapiens), P43116. C6 glioma cells expressing human EP2; cells stimulated with saturating PGE2. inhibition, % at 25 µM. 260,000 compounds, 0.52% hits. AID 1422, 2008;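 active = percent inhibition above 40 after rounding to a whole number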;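 also: rat C6 glioma host cells with rolipram phosphodiesterase inhibitor present; the protocol text gives 20 µM as final concentration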
# Target sequence (P43116 whole entry, looked up): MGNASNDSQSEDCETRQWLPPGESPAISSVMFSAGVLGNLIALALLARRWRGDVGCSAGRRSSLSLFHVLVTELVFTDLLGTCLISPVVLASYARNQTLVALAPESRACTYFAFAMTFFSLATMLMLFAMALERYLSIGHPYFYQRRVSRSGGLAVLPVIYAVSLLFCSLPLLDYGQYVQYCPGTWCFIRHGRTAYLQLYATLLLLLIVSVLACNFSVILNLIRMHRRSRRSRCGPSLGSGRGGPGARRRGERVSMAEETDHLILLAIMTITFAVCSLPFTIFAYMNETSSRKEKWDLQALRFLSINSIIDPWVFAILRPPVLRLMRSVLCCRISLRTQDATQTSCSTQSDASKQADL
# CHOP inhibitor: inhibitors of CHOP promoter induction, primary screen, cell-based, unfolded protein response, luciferase reporter; inhibition, % at 10 µM; AID 2732, 2010; CHO-K1 CHOP-promoter luciferase, tunicamycin-induced, 15-18 h; 220,000 compounds, 3.8% hits;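 active = compounds that reduced the stress-induced luciferase reporter signal by more than about 70% of percent inhibition, limit read from the data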;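 also: 0% = tunicamycin plus vehicle and 100% = wells without tunicamycin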
# TNF necrop inh: inhibitors of TNF-alpha triggered necroptosis, primary screen, cell-based, Jurkat FADD-/-, single concentration | Jurkat FADD-/- TNF necroptosis rescue, ATP luminescence, 24 h; 0 = TNF only, 100 = no-TNF cells | activation (protection from cell death), % at 10 µM | 220,000 compounds, 0.068% hits | AID 463075, 2010;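 active = activation, meaning protection from cell death, of at least 50% relative to plate controls; inactive = activation below 50%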;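 also: necroptosis triggered by 40 ng/mL TNF-alpha added together with compound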
# FXIa inh: human FXIa protease inhibitors, primary screen, biochemical, 1536-well. Coagulation factor XI (Homo sapiens), P03951. purified FXIa, Boc-Glu-Ala-Arg-AMC fluorogenic substrate. inhibition, % at 5 µM. 220,000 compounds, 0.14% hits. AID 798, 2007;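 active = inhibition of at least 40%; inactive = inhibition below 40%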;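 also: fluorescence of freed AMC excited at 355 nm; 0% = enzyme without compound and 100% = no enzyme blank; many of its hits are not listed in these tables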
# FXIIa inh 1536: human FXIIa protease inhibitors, primary screen, biochemical, 1536-well. inhibition, % at 5 µM. Coagulation factor XII (Homo sapiens), P00748. purified FXIIa, Boc-QGR-AMC fluorogenic substrate, 2 h. AID 800, 2007. 220,000 compounds, 0.3% hits; in the data active = inhibition above about 40%;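 also: 0% = enzyme with no compound and 100% = blank without enzyme; many of its hits are not listed in these tables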
# Target sequence (P00748 20-372 limits assumed): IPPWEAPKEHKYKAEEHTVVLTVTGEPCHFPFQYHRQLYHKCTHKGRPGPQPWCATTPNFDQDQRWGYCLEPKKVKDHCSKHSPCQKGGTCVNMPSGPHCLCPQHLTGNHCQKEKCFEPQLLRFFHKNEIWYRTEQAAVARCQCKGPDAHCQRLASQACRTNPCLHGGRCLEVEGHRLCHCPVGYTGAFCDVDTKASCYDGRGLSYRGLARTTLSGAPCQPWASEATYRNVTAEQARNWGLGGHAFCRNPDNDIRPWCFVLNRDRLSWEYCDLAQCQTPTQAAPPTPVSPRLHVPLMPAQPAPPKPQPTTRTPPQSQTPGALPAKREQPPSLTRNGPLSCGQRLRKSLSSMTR
# Target sequence (P00748 373-615 limits assumed): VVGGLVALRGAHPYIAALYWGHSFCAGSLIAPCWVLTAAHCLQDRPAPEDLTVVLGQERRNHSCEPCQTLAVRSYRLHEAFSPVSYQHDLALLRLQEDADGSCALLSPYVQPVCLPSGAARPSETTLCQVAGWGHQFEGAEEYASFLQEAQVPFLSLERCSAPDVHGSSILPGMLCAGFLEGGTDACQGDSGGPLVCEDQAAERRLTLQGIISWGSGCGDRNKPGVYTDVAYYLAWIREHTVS
# L929 necroptosis: inhibitors of zVAD-triggered necroptosis, primary screen, L929 cells | viability rescue, % at 10 µM | L929 zVAD necroptosis rescue, ATP luminescence, 24 h; with zVAD 60 µM | AID 1377, 2008 | 220,000 compounds, 0.38% hits;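 active = activation, scaled between plate controls, above about 75%, limit read from the data; inactive = activation under that limit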;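 also: 0% = zVAD with DMSO and 100% = DMSO alone without zVAD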
# Wee1 stabilizer: Wee1 degradation inhibitors, primary screen, cell-based, HeLa, Wee1K328M-luciferase, luminescence. 220,000 compounds, 1.2% hits. HeLa Luc-Wee1K328M stability; 100% = proteasome inhibitor MG132 effect. reporter increase, % at 5 µM;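 active = activation above the mean of all tested compounds plus 3 SD, set per screening run, cut at about 8.8% in these data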;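 also: cells exposed to compound for 20 h before luminescence read; 0% = DMSO alone and 100% = MG132 at 30 µM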
# * hit, by the source's call; / = no result given; & = joins results of further samples; [ ] = another dose, or the depositor's remark. This is a subset (hit frequency here may not be typical).
SMILES,PPC-1+TRAIL kill,Tb hexokinase,EP2 antag,CHOP inhibitor,TNF necrop inh,FXIa inh,FXIIa inh 1536,L929 necroptosis,Wee1 stabilizer
CCCCn1c(N)c(Sc2ccccc2)c(=O)[nH]c1=O,2,-2,10,28,1.1,3,10,0.3,-1
CC(/C=C1\SC(=S)N(CC(=O)O)C1=O)=C\c1ccccc1,0,-17,2,24,3.9,7,6,2.0,1
CCCSc1nc(N2CCOCC2)c2c(c1C#N)CCCC2,-13,-8,15,46,-1.1,0,15,0.4,-2
COc1ccc(CCNC(=O)Cc2cccs2)cc1OC,18,-1,8,20,0.1,0,9,2.9,2
Cc1oc(/N=C/c2ccc(O)cc2O)c(C#N)c1C,18,-8,18,51,-1.7,-2,4,2.2,-1
O=C(CCN1C(=O)c2ccccc2S1(=O)=O)Nc1cccc2ccccc12,27,-7,4,-6,-1.2,0,10,0.6,-1
CCO[C@@H]1OC(C(=O)N2CCN(Cc3ccc4c(c3)OCO4)CC2)=C[C@H](C2CCCCC2)[C@H]1CCCO,2,-15,9,24,-0.2,1,8,1.0,4
COc1ccc(-n2c(-c3ccccc3)nnc2-c2ccc(Cl)cc2)cc1,24,-11,9,7,0.3,1,9,-0.4,-2
CCN(CC)S(=O)(=O)c1ccc(NN=C2CCN(C)CC2)c([N+](=O)[O-])c1,11,-5,4,2,-0.2,0,6,1.4,0
Fc1ccccc1/C=N/Nc1ncnc2nc[nH]c12,11,-34,5,-16,-7.2,17,20,/,9
CCCCOC(=O)c1[nH]c(C)c(C(=O)OC)c1C,7,3,5,-2,-1.0,-4,1,42,9
Cc1c(Br)c([N+](=O)[O-])nn1C(C)C(=O)NCc1cccnc1 (stereo not given),26,-8,4,7,1.0,-14,1,-0.1,-2

# Three entries drawn at random from the list so far:
SMILES,PPC-1+TRAIL kill,Tb hexokinase,EP2 antag,CHOP inhibitor,TNF necrop inh,FXIa inh,FXIIa inh 1536,L929 necroptosis,Wee1 stabilizer
Cc1c(Br)c([N+](=O)[O-])nn1C(C)C(=O)NCc1cccnc1 (stereo not given),26,-8,4,7,1.0,-14,1,-0.1,-2
COc1ccc(CCNC(=O)Cc2cccs2)cc1OC,18,-1,8,20,0.1,0,9,2.9,2
CC(/C=C1\SC(=S)N(CC(=O)O)C1=O)=C\c1ccccc1,0,-17,2,24,3.9,7,6,2.0,1

# Going on with the list:
SMILES,PPC-1+TRAIL kill,Tb hexokinase,EP2 antag,CHOP inhibitor,TNF necrop inh,FXIa inh,FXIIa inh 1536,L929 necroptosis,Wee1 stabilizer
CCOC(=O)c1cc(C(=O)Nc2cccc(C)c2)nn1C,21,8,6,-43,-2.2,-5,2,0.1,3
CC1(C(=O)Nc2nccs2)Cc2ccccc2C(=O)O1 (stereo not given),17,1,10&8,6,0.6,-11,6,1.6,2
COc1cc([N+](=O)[O-])ccc1NC(=O)Cc1ccccc1,7,-15,3,5,0.9,3,10,0.1,-1
CCS(=O)(=O)NCCc1cc2ccc(C)cc2[nH]c1=O,-5,-13,9,25,0.8,-2,0,-0.4,2
O=C(CCN1C(=O)c2ccccc2S1(=O)=O)Nc1ccccc1,10,6,8,15,1.3,-3,2,2.5,0
O=[N+]([O-])c1cc(-c2ncccn2)c([N+](=O)[O-])s1,2,-3,26,109*,-22,9,13,/,1
Cc1sc(N/N=C/c2ccco2)nc1-c1ccccc1,-2,-16,1,6,3.5,0,-4,0.4,6
O=C(c1cccc(F)c1)N1CCCC(C(=O)N2CCCC2)C1 (stereo not given),14,0,4,-2,0.4,-10,-7,1.6,-2
COCCN(Cc1cc2cc(C)cc(C)c2nc1Cl)C(=O)Nc1ccccc1,18,-11,7,39,-14,-3,2,0.2,2
CCOC(=O)c1c(C)nn(Cc2cccc(Cl)c2)c1N,0,5,0,11,2.6,-11,-2,1.5,0
Cc1cc(C(=O)CSCc2nnc3n(CCC(C)C)c(=O)c4ccccc4n23)c(C)n1C,/,-5,/,/,-0.9,/,/,0.0,2
Cc1cc2cc(CN(CCN3CCOCC3)C(=O)Nc3ccccc3F)c(=O)[nH]c2cc1C,1,-20,8,1,-1.6,-5,4,-0.2,0
O=C1Nc2ccccc2C12OCCO2,-2,-8,9,5,0.2,9,14,1.9,3
c1ccc2oc(-c3ccc(Nc4nc(N5CCCCC5)nc(N5CCOCC5)n4)cc3)nc2c1,14,-28,/,26,1.8,-16,-19,0.1,-2
CC(C)(O)C(=O)NN(C(=O)c1ccccc1)c1cccc(Br)c1,47,-2,10,8,0.2,-1,-5,-0.1,-1
CCN1C(=O)/C(=C\c2ccc(-c3ccc([N+](=O)[O-])cc3OC)o2)SC1=Nc1cccc(C(=O)O)c1,18,1,8,1,-4.2,-5,6,29,4
CCOC(=O)c1c(NC=O)sc2c1CCC2,3,-13,/,24,2.4,4,12,0.9,-2
O=C(Nc1ccc(NC(=O)C2CCCCC2)nc1)c1ccccn1,8,-6,6,5,-0.1,-5,3,65,0
Cc1cc(C(=O)Nc2ccc(S(=O)(=O)N3CCCC3)cc2)no1,-1,-2,4,-2,2.2,5,2,1.2,1
COc1cccc(C(=O)Oc2cc(C)[nH]c(=O)c2[N+](=O)[O-])c1,-5,1,15,4,0.0,29,30,0.2,4
Cn1cc(CNC(=O)Nc2ccc3c(c2)OCO3)cn1,-10,1,8,-28,-1.3,4,9,-0.5,2
Cc1cc(N2CCN(C(c3ccccc3)c3ccccc3)CC2)n2ncnc2n1,20,-13,3,19,-4.1,-7,22,1.0,1
CCCCC(=O)Nc1ccc(NC(=O)C2CC2)nc1,23,-1,13,7,-1.2,24,25,0.7,-2
NS(=O)(=O)c1ccc(NC(=O)C2COc3ccccc3O2)cc1 (stereo not given),18,-6,9,32,2.2,3,11,1.6,5
Cc1[nH]c(=O)[nH]c(=O)c1S(=O)(=O)N1CCCC(C(=O)NCCC2=CCCCC2)C1 (stereo not given),0,-2,7,9,0.6,5,11,1.5,2
O=C(Cc1nnc(NC(=O)Nc2ccc(F)cc2)s1)NCc1ccccc1,1,7,8,42,6.3,0,9,0.6,0
Cc1cnc(NC(=O)CSc2ncc(-c3ccccc3)n2Cc2ccco2)s1,0,6,10,73*,0.7,-1,6,2.7,0
CC12CCC(C)(c3nc4ccccc4nc31)C2(C)C,25,6,0,6,-1.3,-3,4,0.3,0
CC1CC(C)(C)NC(=S)N1CCC(=O)NCc1ccc(F)cc1 (stereo not given),2,-3,3,21,0.2,3,11,-0.1,0
CCC(=O)Nc1cc2nn(-c3ccccc3)nc2cc1Cl,60*[5 µM],2,19,79*,-0.1,6,5,0.8,7
CN(C)CCCN(C(=O)COc1ccc(Cl)cc1)c1nc2ccc(F)cc2s1,10,9,1,37,0.6,4,5,-0.2,2
Cc1ccc(S(=O)(=O)NCC(=O)N(CC(=O)NCc2ccco2)Cc2ccc3c(c2)OCO3)cc1,4,5,10,2,-3.7,6,11,-0.1,1
COc1cccc(N2CC(=O)N(NC(=O)c3sc4nc(C)cc(C)c4c3N)CC2=O)c1,10,-14,17,8,3.6,-1,0,1.0,1
Cc1ccc(/C=N/NC(=O)Cn2nccc2C)o1,1,-9,3,11,-0.6,2,10,0.1,1
CN(C)C(=O)N(CCCN1CCOCC1)Cc1cccc2ccccc12,-4,-8,6,1,-0.1,4,9,-1.1,-2
CC(C)CN(CCNC(=O)CC1Oc2ccccc2NC1=O)CC(C)C (stereo not given),-1,6,20,72*,0.2,1,15,1.1,1
Clc1ccc(C2=NN(c3ccccc3)C(c3ccco3)C2)cc1 (stereo not given),11,-13,11,1,1.4,-11,-23,0.2,-1
Cc1ccc(SCC(=O)Nc2ccccc2C(=O)N2CCOCC2)cc1,10,4,5,-17,2.7,3,4,1.1,1
O=C1CC(N2CCOCC2)C(=O)N1Cc1ccc(N2CCCC2=O)cc1 (stereo not given),11,1,15,-5,-2.9,7,19,-0.1,-1
O=C(COC(=O)CNC(=O)C12CC3CC(CC(C3)C1)C2)Nc1ccccc1,23,0,4,15,0.4,-3,14,-0.2,3
Nc1nc(CN2CCCCCC2)nc(Nc2ccc(F)cc2)n1,16,-6,10,-1,-0.3,-2,9,2.5,0
Cc1cc(C)n(-c2nc3ccccc3nc2NCCc2ccccc2)n1,10,-7,8,-33,0.7,1,12,0.6,-2
CSc1nc(C)cc(/C=C\c2ccccc2)c1C#N,28,-2,9,23,-3.9,4,9,0.2,-1
O=S(=O)(Nc1ccc(O)cc1)c1cccc2cccnc12,-2,-4,18,15,-0.9,3,9,0.0,-2
O=C(NC1CCCC1)C1CCC(CNS(=O)(=O)c2cccs2)CC1 (stereo not given),7,-1,2,2,3.8,-2,6,/,0
CN(Cc1nccn1C)C(=O)CC1C(=O)NCCN1CC(c1ccccc1)c1ccccc1 (stereo not given),-4,-2,9,17,0.2,-2,7,1.7,-1
Cc1sc(NC(=O)c2ccco2)nc1-c1ccccc1,13,-25,11,42,-3.6,5,11,64,0
COC(=O)c1sc(S(=O)(=O)NC(C)C(=O)O)c(C(=O)OC)c1C (stereo not given),1,0,6,25,0.2,-1,4,-1.0,0
C=CCn1c(C)cc(C(=O)Cn2ncc(Cl)c(Cl)c2=O)c1C,30,6,8,75*,-14,7,14,46,1
CCn1cc(CN2CCc3c([nH]c4ccccc34)C2c2cccc(OC)c2OC)c(C)n1 (stereo not given),5,-7,19,-2,0.9,-7,0,0.7,-2
C#CCn1cc[n+](CC(=O)N(C)C)c1,13,-3,5,8,-1.1,2,1,-0.3,-5
COC(CNc1cc(=O)oc2ccccc12)OC,15,5,7,23,0.3,-6,-22,1.2,-2
CC(C)NCC(=O)NC12CC3CC(CC(C3)C1)C2,9,-2,/,16,0.3,14,18,-0.8,-1
Cc1c(NN=C(C#N)C#N)c(=O)n(-c2ccccc2)n1C,12,-7,9,-81,-5.8,2,12,0.6,0
Nc1sc2c(c1C(=O)c1ccccc1)CCCC2,24,-7,5,37,-2.7,-6,-2,0.7,-3
Cc1cccc(C(=O)N2CC3(C)CC2CC(C)(C)C3)c1 (stereo not given),30,0,5,-12,2.1,9,14,-0.1,1
CCNC(=S)N/N=C/c1cccc(OCc2c(F)cccc2Cl)c1,28,1,12,42,-0.7,1,11,1.2,5
CCOc1cc(NC(=O)c2cnccn2)c(OCC)cc1NC(=O)c1cccc(F)c1,/,-11,5,-23,0.2,-2,3,-0.8,4
COc1ccc(-n2c(COc3cccc4ccccc34)nnc2SCC#N)cc1,4,3,10&8,20,-1.3,-2,7,-0.5,-1
COc1cc(NS(=O)(=O)c2ccc(C)c(C)c2)c(OC)cc1Cl,28,-1,5,40,-1.9,-6,3,-0.3,-1
O=C(C1=C[C@@H](c2coc3ccccc3c2=O)C[C@@H](OCc2ccc(CO)cc2)O1)N1CCOCC1,5,-4,16,5,0.8,2,9,0.3,-3
COC(=O)c1ccc(NC(=O)CSc2nnc(COc3c(C)cccc3C)o2)cc1,10,-9,12,56,0.1,3,13,-0.3,-1
Clc1ccc(OCc2cnc(Cl)s2)cc1,-16,2,/,30,4.5,-5,8,0.4,-2
